Apoferritin bind: candidate novel general anesthetic via apoferritin binding. P02791. apoferritin/1-aminoanthracene competitive binding, fluorescence. Potency, µM (top dose mostly 77.5 µM), for inactives: top-dose activity change, negative = displacement, actives largely listed as inhibitors. hit rate 0.074% among 350,000. AID 485281; also: potency is read from the fitted curve at half-maximal effect; % is scaled to controls: 0 for no effect and ±100 for the full control effect; nearly all actives have a fitted effect of over 20% in size
Target sequence (P02791 2-175 limits assumed): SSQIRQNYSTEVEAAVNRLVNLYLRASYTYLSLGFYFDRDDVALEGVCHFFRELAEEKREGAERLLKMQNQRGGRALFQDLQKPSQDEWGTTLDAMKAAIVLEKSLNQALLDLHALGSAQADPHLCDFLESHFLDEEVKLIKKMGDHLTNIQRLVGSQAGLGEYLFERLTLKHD
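Steps: apoferritin (10 uM) was premixed with half-saturated 1-AMA in PBS, compounds were pin-transferred, plates stood 10 min at room temperature, fluorescence was read at 380/535 nm, and curves were fitted with a Hill equation.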
RGS4 inhibitor: blocks human RGS4-accelerated GTP hydrolysis | P49798 | Transcreener GDP fluorescence polarization, RGS4-accelerated GTP hydrolysis | Potency, µM (titrated, usually from 114 µM), without a hit: top-dose activity change, negative = inhibition, most hits filed as inhibitors | hit rate 0.039% among 390,000; also: potency is read from the fitted curve at half-maximal effect; % is scaled to controls: 0 for no effect and ±100 for the full control effect; nearly all actives have a fitted effect of over 75% in size; some results filed as inactive show a strong effect at the top dose
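MLSMR compounds (23 nl, pin-transferred) preincubated 10 min at room temperature with a 500nM (2x) first reagent, then RGS4 at 900nM (2x) plus Transcreener GDP mix added; fluorescence polarization (620/688 nm) read before and after 90 min at 30 °C.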
POLK inh: blocks human DNA polymerase kappa activity. Q9UBT6. purified Pol kappa, fluorescent DNA synthesis assay, 10 min. Potency, µM (titrated, usually from 107 µM), inactives show at the highest dose activity, negative = inhibition, hits mostly inhibitors. hit rate 0.53% among 400,000. AID 588579; also: potency is read from the fitted curve at half-maximal effect; % is scaled to controls: 0 for no effect and ±100 for the full control effect
Target sequence (Q9UBT6 whole entry, looked up): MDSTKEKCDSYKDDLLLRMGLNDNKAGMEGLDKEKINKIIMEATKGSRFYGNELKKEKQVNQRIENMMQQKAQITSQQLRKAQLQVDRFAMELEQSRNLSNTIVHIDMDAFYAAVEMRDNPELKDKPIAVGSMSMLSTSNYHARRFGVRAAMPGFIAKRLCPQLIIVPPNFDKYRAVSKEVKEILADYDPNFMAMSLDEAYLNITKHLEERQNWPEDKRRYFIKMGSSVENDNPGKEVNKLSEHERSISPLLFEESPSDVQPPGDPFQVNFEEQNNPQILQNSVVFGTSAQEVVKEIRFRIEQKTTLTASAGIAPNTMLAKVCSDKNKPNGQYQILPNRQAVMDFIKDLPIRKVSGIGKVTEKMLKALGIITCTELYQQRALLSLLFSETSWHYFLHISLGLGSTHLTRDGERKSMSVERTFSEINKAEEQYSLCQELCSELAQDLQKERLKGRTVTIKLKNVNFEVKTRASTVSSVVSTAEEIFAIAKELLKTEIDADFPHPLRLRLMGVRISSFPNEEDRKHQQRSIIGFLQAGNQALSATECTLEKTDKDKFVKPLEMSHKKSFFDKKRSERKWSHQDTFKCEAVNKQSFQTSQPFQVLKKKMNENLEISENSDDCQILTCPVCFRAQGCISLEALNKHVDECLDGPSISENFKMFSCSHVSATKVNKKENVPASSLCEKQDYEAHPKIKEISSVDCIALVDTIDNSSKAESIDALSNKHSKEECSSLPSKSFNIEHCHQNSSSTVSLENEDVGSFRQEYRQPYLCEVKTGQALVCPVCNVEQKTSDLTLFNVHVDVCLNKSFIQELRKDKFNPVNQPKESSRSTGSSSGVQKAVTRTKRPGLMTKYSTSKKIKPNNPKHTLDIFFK
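Here, compound and 10 nM enzyme are combined for 15 min at room temperature; adding 50 nM substrate (final) starts DNA synthesis, tracked by fluorescence at 0 and 10 min against buffer-only wells.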
ERG-DNA inh: ERG Ets/DNA interaction inhibition | fluorescence polarization, His-ERG Ets domain / labelled DNA | Potency, µM (top dose mostly 76.9 µM), for inactives: at the top dose FP activity, negative = inhibition, actives largely listed as inhibitors | hit rate 0.028% among 370,000 | AID 624246; active = well fitted inhibition curve with a large enough effect in the polarisation, with a control signal flat; inconclusive = small, poorly fitted or top-dose-only effect, or effect the other way, or a change in a side signal; inactive = no such curve, though single readings can be large or run the other way; the % refers to the polarisation;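 also: polarization taken with two DNA probes labelled with fluorescein and Texas red; potency is read from the fitted curve at half-maximal effect; % of control where 0% means no effect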
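His-tagged ERG Ets domain (1 uM in the protein solution; 300mM KCl, 50mM Tris-HCl, 1mM EDTA, 1mM DTT, pH 7.5) received compound, then a probe mix of 5 nM fluorescein-DNA and 100nM Texas-615-DNA. Fluorescence polarization was read for both dyes.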
POLB inh: DNA polymerase beta (human) inhibition. P06746. Pol beta primer extension/strand displacement, fluorescence kinetic. Potency, µM (titrated, usually from 114 µM), without a hit: at the highest dose activity change, negative = inhibition, most hits filed as inhibitors. hit rate 1.3% among 340,000. AID 485314; also: potency is read from the fitted curve at half-maximal effect; % is scaled to controls: 0 for no effect and ±100 for the full control effect
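Pol beta (10 nM) was preincubated with compound for 15 min at room temperature. The reaction was then started with 50 nM substrate and read immediately and after a further 10 min at room temperature.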
APEX1 inh: blocks human APE1 abasic DNA cleavage; hit rate 0.35% among 350,000; AID 2517; recombinant APE1, TAMRA/BHQ-2 abasic DNA cleavage fluorescence; Potency, µM (series often up to 65.8 µM), for the others: top-dose activity change, negative = inhibition, usual class: inhibitors;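 also: potency is read from the fitted curve at half-maximal effect; plate controls were vehicle for no effect and reference inhibitor for full effect; nearly all actives have a fitted effect of over 55% in size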
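Incision of a quenched TAMRA/BHQ-2 THF abasic-site duplex (50 nM) by 0.75 nM APE1, after 15 min compound preincubation, measured as fluorescence increase over three 60 s reads. Values normalized to buffer, DMSO and NSC13755 control wells.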
12-LOX inh: inhibitors of human 12S-lipoxygenase ALOX12; hit rate 1.1% among 580,000; AID 1671190; Potency, µM (highest dose often 108 µM), for inactives: at the top dose activity change, negative = inhibition, hits mostly inhibitors; purified 12hLO, xylenol orange hydroperoxide absorbance; also: potency is read from the fitted curve at half-maximal effect; % is scaled to controls: 0 for no effect and ±100 for the full control effect
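Purified human 12hLO (150 nM final) in 25 mM Hepes, 0.01% Triton X-100, pH 7.0 was preincubated 15 min at room temperature with compound. Then 40 uM arachidonic acid was added, 30 min. Hydroperoxide was read by Fe-XO absorbance ratio 573/405 nm.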
POLH inh: DNA polymerase eta (human) inhibition; hit rate 1.2% among 390,000; Q9Y253; recombinant Pol eta, fluorescent DNA replication assay; Potency, µM (highest dose often 114 µM), inactives show top-dose activity change, negative = inhibition, usual class: inhibitors; also: potency is read from the fitted curve at half-maximal effect; % is scaled to controls: 0 for no effect and ±100 for the full control effect
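Pol eta (10 nM) was preincubated with compounds for 15 min at room temperature, after which fluorescent replication substrate (50 nM final) was added to start the reaction. Fluorescence was read kinetically at 0 and 10 min.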
LDHA block: blocks human lactate dehydrogenase A. hit rate 0.15% among 480,000. P00338. activity change, % (values are at about 110 or 230 µM). purified LDHA, NADH/diaphorase-resazurin fluorescence; hits give low values; in the data active = activity change below about -30%; inconclusive = mostly about -25% to -30%;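 also: plate controls were DMSO wells for no effect and wells without enzyme for full effect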
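Remaining NADH was detected by diaphorase (0.133 mg/mL) converting 37 µM resazurin to fluorescent resorufin, read at 0 and 20 minutes. The preceding 5-minute room-temperature reaction used 2 nM LDHA, 0.2 mM sodium pyruvate and 0.06 mM NADH at pH 7.4.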
* = called active by the depositor; ? = inconclusive; . = no result given; & = joins results of further samples; [ ] = remark or other dose. Unless noted, calls follow the shape of the dose curve; as a rule, active = well fitted curve in the direction sought with a large enough effect; inconclusive = small, poorly fitted or top-dose-only effect, or another doubt; inactive = no such curve, though single readings can be large; an effect the other way counts as inactive or inconclusive. An excerpt (hit frequency here may not be typical).

SMILES	Apoferritin bind	RGS4 inhibitor	POLK inh	ERG-DNA inh	POLB inh	APEX1 inh	12-LOX inh	POLH inh	LDHA block
COC(=O)c1c(NC(=O)C2C3CCC(C3)C2C(=O)O)sc2c1CCCCC2 (centres undefined)	-13%	-9%	-3%	-1%	2%	5%	2%	-2%	-4
CCCCCCCC1CC(CSC(=N)N)OC1=O (centres undefined)	?	22%	-13%	-11%	1%	-2%	0%	-7%	-3
CCN(CCCNC(=O)c1ccc(Sc2ccc(C)cc2)c(NC(C)=O)c1)c1cccc(C)c1	9%	-14%	-11%[60.1 µM]	-2%	?	.	-10%	-11%	0
CCCOP(=O)(OCCC)C1(Nc2ccc(C)cc2)CCCCC1	-22%	23%	-13%	4%	1%	0%	-5%	-13%	1
Cc1ccc(CN2CCSc3ccc(C(=O)NC4CCN(Cc5ccccc5)CC4)cc32)cc1	-5%	-1%	-2%	8%	3%	6%	-2%	-1%	-7
COc1ccc(N2CC(C(=O)Nc3ccc4c(c3)OCO4)CC2=O)cc1 (centres undefined)	-7%	24%	-6%	-3%	-9%	0%	?	6%	-3
COc1cccc(C(=O)Nc2nc3ccccc3s2)c1	-10%	-1%	1%	9%	13%	5%	0%	-19%	-3
OC(COc1ccccc1)CSc1ncn[nH]1 (centres undefined)	0%	15%	-6%	-13%	0%	5%	-8%	-19%	-6
COC(=O)c1ccc(NC(=S)N2CCN(Cc3ccc(Cl)cc3)CC2)cc1	-10%	-39%	-30%	-2%	-21%	-5%	0%	-9%	-15
Cc1nc2ccccc2nc1OCC(=O)Nc1ccc2ccccc2c1	6%	-4%	-3%	3%	28%	?	16%	-19%	1
O=C(NCc1ccco1)c1ccc2c(c1)N(Cc1c(F)cccc1Cl)C(=O)c1ccccc1S2	-5%	-16%	-2%	2%	-14%	.	0%	-9%	-14
Cc1cc(C)nc(Sc2c(F)c(F)c(C(F)(F)F)c(F)c2F)n1	-4%	10%	-14%	0%	1%	-4%	10%	-16%	-7
O=C(COC(=O)c1ccccc1NC(=O)c1ccco1)Nc1ccc2c(c1)OC(F)(F)O2	-15%	-14%	-7%	-13%	-2%	2%	-16%	-18%	-1
C=C(C)Cn1c(N2CCC(Cc3ccccc3)CC2)nc2c1c(=O)[nH]c(=O)n2C	-9%	-11%[11.4 µM]	-8%	-1%	4%	8%	-21%	?	0
O=C(OCC1CCCO1)c1ccc2c(c1)N(Cc1cccc(F)c1)C(=O)c1ccccc1S2(=O)=O (centres undefined)	-21%	-8%	-6%	8%	0%	.	-24%	-19%	-2
CCOc1ccc(-n2c(-c3ccc(Cl)cc3)c[n+]3c2SCC3)cc1	-13%	-12%	13%	0%	-2%	-5%	2%	-10%	-5
CN1/C(=C/c2cccc[n+]2C)Sc2ccccc21	-5%	-43%	-8%	-2%	32µM*	-26%	0%	2%	-10
C/C(Cc1ccccc1)=N\NC(=O)CNC(=O)c1ccc(Br)cc1	?	0%[11.4 µM]	5%[60.1 µM]	1%	4%	2%	2%	8%	-2
CC1CCN(S(=O)(=O)c2ccc(NC(=O)C3CC(=O)N(c4ccccc4)C3)cc2)CC1 (centres undefined)	4%	9%	1%	9%	-24%	19%	-30%	-5%	-7
Cc1cc(C)cc(OC(C)C(=O)Nc2nc3c(s2)CCCC3)c1 (centres undefined)	-4%	-40%	-21%	-1%	?	.	?	-6%	-3

Compounds listed so far with an aryl thioether with sulfur outside any ring, in the order listed:
SMILES	Apoferritin bind	RGS4 inhibitor	POLK inh	ERG-DNA inh	POLB inh	APEX1 inh	12-LOX inh	POLH inh	LDHA block
CCN(CCCNC(=O)c1ccc(Sc2ccc(C)cc2)c(NC(C)=O)c1)c1cccc(C)c1	9%	-14%	-11%[60.1 µM]	-2%	?	.	-10%	-11%	0
OC(COc1ccccc1)CSc1ncn[nH]1 (centres undefined)	0%	15%	-6%	-13%	0%	5%	-8%	-19%	-6
Cc1cc(C)nc(Sc2c(F)c(F)c(C(F)(F)F)c(F)c2F)n1	-4%	10%	-14%	0%	1%	-4%	10%	-16%	-7

Going on with the list:
SMILES	Apoferritin bind	RGS4 inhibitor	POLK inh	ERG-DNA inh	POLB inh	APEX1 inh	12-LOX inh	POLH inh	LDHA block
COc1ccccc1CNC(=O)CC1C(=O)NCCN1C1Cc2ccccc2C1 (centres undefined)	-3%	-11%	-4%	1%	14%	-5%	-3%	-10%	2
COCCn1nnnc1C(c1cccs1)N1CCN(c2cccc(C(F)(F)F)c2)CC1 (centres undefined)	-2%	29%	-12%	-5%	-6%	-9%	24%	-22%	2
NC(=S)n1[nH]c(-c2ccc([N+](=O)[O-])cc2)c(N=Nc2cccc([N+](=O)[O-])c2)c1=O	-8%	?	?	-3%	0%	?	?	28µM*	-3
COC(=O)c1ccccc1OCCCCN1CC(C)OC(C)C1 (centres undefined)	-4%	-12%	-15%	-1%	9%	-2%	-12%	-23%	-31*
COc1ccccc1NC(=O)Nc1ccc(NC(=O)c2ccccc2O)cc1	5%	17%	-15%	-2%	-2%	26%	32%[activator]	-5%	-5
CS(=O)(=O)N1CCN(C(=O)COc2ccccc2)CC1	-2%	1%	7%	17%	-7%	-18%	11%	-13%	-1
CCOC(=O)C(NC(=O)C1C(C)N1S(=O)(=O)c1ccc(C)cc1)C(=O)OCC (centres undefined)	-4%	11%	-8%	0%	21%	23%	-2%	-15%	-3
C/C(=N\NC(=O)c1cc(Br)ccc1O)c1cccc(NC(=O)c2ccccc2F)c1	-19%	-8%	-4%	10%	-11%	-8%	-10%	-19%	-13
O=C(CCCC(=O)OCC(Cl)=C(Cl)Cl)Nc1cccc(F)c1	-3%	-7%	-2%	0%	12%	-3%	-15%	-4%	-1
COc1ccc(-n2nnnc2CNC(=O)C(=O)c2c[nH]c3ccccc23)cc1	.	6%	-9%	8%	.	-10%	10%	-1%	-3
O=[N+]([O-])c1c(Nc2ccccn2)cc(Cl)c2nonc12	-10%	?	?	30%	?	-4%	?	?	36
COc1cccc(CN2CC(C(=O)NC3CCC3)CCC2=O)c1 (centres undefined)	-6%	-31%	-15%	-3%	0%	14%	1%	-6%	-4
Cc1c(NC(=O)c2ccc(S(=O)(=O)N3CCOCC3)cc2)c(=O)n(-c2ccccc2)n1C	0%	33%	3%	-5%	19%	1%	5%	-11%	-6
CC1CCCN(C/C=C/c2ccccc2[N+](=O)[O-])C1 (centres undefined)	-16%	6%	-2%	3%	32%	1%	1%	8%	-3
COC(=O)C(C)(C)ONC(=O)Nc1ccc(Br)cc1	6%	-11%	7%[60.1 µM]	4%	4%	2%	-4%	-6%	1
Cc1ccc(C(=O)NCC(=O)OCC(=O)/C=C2\N(C)c3ccccc3C2(C)C)cc1C	77%[activator]	-31%[11.4 µM]	-5%[60.1 µM]	42%[activator]	?	-6%	-1%	-29%	0
CCCC1=NCCn2cccc21	-4%	-16%	-11%	-1%	0%	-1%	-12%	-15%	1
CCCc1nn2c(=O)cc(COC(=O)c3ccccc3NC(=O)c3ccc(OCC)cc3)nc2s1	-1%	11%	-5%[60.1 µM]	11%	64%	.	-12%	-9%	-2
Cc1ccc(NC(=O)c2ccccc2F)cc1S(=O)(=O)N1CCCCCC1	-6%	-46%	-5%	-2%	-18%	-2%	-1%	-13%	-5
Cc1ccc(-c2nnc(Nc3ccc(Cl)cc3)c3ccccc23)cc1S(=O)(=O)NCC1CCCO1 (centres undefined)	128%[activator]	4%	12%	0%	?	.	-6%	-21%	-3
CCOC(=O)c1ccccc1N=N/C(C(C)=O)=C(/C)O	-5%	-1%	-6%	-2%	20%	18%	-2%	-19%	-2
Cc1cccc(NC(=O)c2sc(Cl)nc2C)c1C	32%[activator]	-9%	-11%	0%	34%	4%	-11%	-24%	-10
NC(=S)NNC(=O)c1cccc(Cl)c1	-1%	-32%	-7%	-1%	0%	-7%	480%[activator]	-10%	-5
CCc1ccc2[nH]c(=O)c(C(c3nnnn3CC3CCCO3)N3CCCc4ccccc43)cc2c1 (centres undefined)	-15%	8%	-15%	2%	-1%	-4%	-14%	-25%	2
COCCNC(=O)c1ccc(CS(=O)(=O)c2ccccc2OC)o1	7%	-22%	-5%	1%	1%	-16%	0%	-17%	0
CCOC(=O)CC(NC(=O)Cn1nnc(-c2ccc(C(F)(F)F)cc2)n1)c1ccc(OC)cc1 (centres undefined)	42%[activator]	22%	-13%	8%	-2%	.	-15%	-11%	-6
O=[N+]([O-])c1ccccc1/C=N/N1CCN(c2ccc(Cl)cc2)CC1	-5%	-10%	-1%	5%	3%	6%	?	-24%	0
CCCCn1nc(C(=O)Nc2nc3c(s2)CCCC3)c2ccccc2c1=O	-13%	-13%	-15%	-9%	26%	21%	-13%	-7%	-9
Cc1ccc(-c2nc3c(c(SCC(=O)Nc4cccc(C(=O)O)c4)n2)Cc2cccc(C)c2O3)cc1	-5%	-39%	?	1%	1.8µM*	1.9µM*	.	.	-14&0&-5
Cc1[nH]c(=O)c(C#N)cc1-c1ccc2nccn2c1	5%	?	-4%[60.1 µM]	.	17%[57.1 µM]	-5%&-2%	-22%[57.4 µM]	?	.
Cc1ccc(NC(=O)CN2CCC(NC(=O)Cc3ccccc3)CC2)cc1C	-7%	-2%	-8%	.	?	5%	4%	-8%	0
Cc1[nH]c2ccccc2c1/C=N/Nc1nc(Nc2ccccc2)nc(N2CCOCC2)n1	3%	-19%[56.9 µM]	-22%	?	-9%	9%	-6%	-8%	2

Assay outcomes (PubChem)
